Hsp70 activator – Hsp70 transcriptional activators, primary screen, cell-based, HeLa, Hsp70 promoter luciferase, luminescence, 10 µM; HeLa Hsp70 promoter luciferase reporter; scaled: vehicle 0, proteasome-inhibitor control 100%; activation, % at 10 µM; actives 0.04% (n = 200,000); AID 1203, 2008;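 active means activation above the mean across all tested compounds plus 3 SD, cutoff set per campaign, cut at about 5.5% in these data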;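 further: 100% = MG132 at 30 µM as the positive control and 0% = DMSO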
NF-kB expr up – activators of NF-kB expression in neurons, primary screen, cell-based, HTS; human neuronal cells, NF-kB reporter expression; stronger effect = higher value; fold change at 12.5 µM; actives 1.6% (n = 190,000); in the data active means fold change above about 3.3
STAT3 act – IL-6 driven STAT3 reporter potentiators, primary screen, U3A cells, luciferase, luminescence, MLSCN library. activation (% of control), % at 5.6 µM. actives 0.91% (n = 190,000). IL-6 STAT3-luciferase reporter; 100% = signal with IL-6 EC80 alone;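 active means activation above the screen-wide mean of compound activation plus 3 SD, cut at about 130% in these data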;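 further: 0% = background luminescence of wells with medium and substrate only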
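Assay system – human STAT1-deficient U3A cells with stable STAT3-luciferase reporter · Also added – IL-6 (33 ng/mL) · Schedule – compound 1 h, then IL-6 6 h at 37 °C · Technique – reporter luminescence signal · Evaluation – % activation versus median of IL-6-stimulated wells · Benchmarks – IL-6-only wells as 100% reference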
DTT redox prof – compounds producing H2O2 with reducing agent – biochemical, NIH compound library profiling, artefact control for MLSCN library redox annotation, primary screen; DTT-dependent redox cycling H2O2, phenol red/HRP absorbance; 100% = 100 µM peroxide control, 0% = buffer; activation, % at 10 µM; actives 0.03% (n = 200,000);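 active means activation of at least 50% relative to the plate's high and low controls in the primary single-dose screen; inactive means activation below 50%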;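 further: compound incubated with DTT at 0.8 mM final as the reducing agent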
HMGR II inh – inhibitors of E. faecalis class II HMGR, primary screen, biochemical, Enterococcus faecalis. HMG-CoA reductase (Enterococcus faecalis, mvaE). purified E. faecalis HMGR, NADPH absorbance 340 nm kinetic. inhibition, % at 10 µM. actives 0.41% (n = 190,000);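 active means inhibition above a set limit, the median over all tested compounds plus 3 SD, cut at about 9.5% in these data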;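 further: enzyme runs in reverse so mevalonate oxidation gives rising NADPH absorbance; 0% = complete reaction with DMSO and 100% = background rate lacking mevalonate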
STAT3 blocker – IL-6 driven STAT3 reporter inhibitors, primary screen, U3A cells, luciferase, luminescence, MLSCN library; actives 0.89% (n = 190,000); inhibition, % at 5.5 µM; IL-6 STAT3-luciferase reporter; host cell line lacks STAT1;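 active means inhibition above the mean inhibition across all screened compounds plus 3 SD, cut at about 44% in these data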;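 further: 0% = DMSO only wells and 100% = 100 µM nifuroxazide control wells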
TLR4 MyD88 comp – inhibitors of TLR4-MyD88 association in cells, primary screen, cell-based, HeLa CL3-4, BLA complementation, FRET ratio. HeLa CL3-4 TLR4/MyD88 BLA complementation. AID 861, 2007. inhibition, % at 8.4 µM. Toll-like receptor 4 (Homo sapiens) + Myeloid differentiation primary response protein …. actives 0.18% (n = 200,000); in the data active means inhibition above about 25%;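 further: 0% = vehicle and 100% = reference inhibitor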
Target sequence (O00206 whole entry, looked up): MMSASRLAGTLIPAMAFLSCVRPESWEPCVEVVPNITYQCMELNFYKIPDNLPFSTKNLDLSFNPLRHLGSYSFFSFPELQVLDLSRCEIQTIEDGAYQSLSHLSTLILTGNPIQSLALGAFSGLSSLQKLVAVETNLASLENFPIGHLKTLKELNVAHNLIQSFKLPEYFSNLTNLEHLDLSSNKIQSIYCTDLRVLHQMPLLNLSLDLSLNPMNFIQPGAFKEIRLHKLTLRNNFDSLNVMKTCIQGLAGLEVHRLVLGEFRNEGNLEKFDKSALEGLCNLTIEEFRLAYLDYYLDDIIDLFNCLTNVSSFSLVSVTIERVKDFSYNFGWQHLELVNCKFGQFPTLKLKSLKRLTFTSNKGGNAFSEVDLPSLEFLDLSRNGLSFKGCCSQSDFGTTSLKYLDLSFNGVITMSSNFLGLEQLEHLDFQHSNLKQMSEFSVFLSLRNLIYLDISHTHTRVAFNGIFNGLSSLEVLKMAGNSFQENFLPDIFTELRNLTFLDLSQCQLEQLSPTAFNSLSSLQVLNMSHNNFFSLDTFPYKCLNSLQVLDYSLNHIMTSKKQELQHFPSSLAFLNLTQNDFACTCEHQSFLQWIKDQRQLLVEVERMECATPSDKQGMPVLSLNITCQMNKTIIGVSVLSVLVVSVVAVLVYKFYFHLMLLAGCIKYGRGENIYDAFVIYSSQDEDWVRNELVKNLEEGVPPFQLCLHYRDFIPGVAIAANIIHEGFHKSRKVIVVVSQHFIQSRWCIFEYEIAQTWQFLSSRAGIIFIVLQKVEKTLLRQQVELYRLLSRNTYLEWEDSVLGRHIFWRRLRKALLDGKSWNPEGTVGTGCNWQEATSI
Target sequence (Q99836 whole entry, looked up): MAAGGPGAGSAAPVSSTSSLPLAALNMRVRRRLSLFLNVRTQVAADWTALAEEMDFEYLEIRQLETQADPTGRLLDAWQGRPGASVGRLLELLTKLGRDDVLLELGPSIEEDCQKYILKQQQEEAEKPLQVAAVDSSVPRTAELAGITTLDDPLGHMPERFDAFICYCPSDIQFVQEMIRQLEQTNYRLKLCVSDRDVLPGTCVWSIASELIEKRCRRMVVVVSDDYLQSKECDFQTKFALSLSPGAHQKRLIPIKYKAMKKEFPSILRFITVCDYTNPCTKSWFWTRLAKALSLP
STAT1 act – STAT1 signaling activators, primary screen, cell-based, HTS, luciferase reporter; NIH 3T3 STAT1-luciferase reporter, IFN-gamma, luminescence; 100% = IFN-gamma alone, no compound; activation (% of control), % at 5.5 µM; actives 2.6% (n = 200,000);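 active means activation above the screen-wide mean activation plus 3 SD, cut at about 130% in these data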;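 further: raw ratio to IFN-gamma control signal so 100% means no change and 0% no light; values of inactives mirror those of a sister screen read the other way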
STAT1 blocker – STAT1 signaling inhibitors, primary screen, cell-based, HTS, luciferase reporter. NIH 3T3 STAT1-luciferase reporter, IFN-gamma, luminescence. inhibition, % at 5.5 µM. actives 0.35% (n = 200,000);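 active means inhibition above a set limit, the mean inhibition across all tested compounds plus 3 SD, cut at about 34% in these data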;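 further: 0% = IFN-gamma with DMSO and 100% = IFN-gamma with 300 µM nifuroxazide; values of inactives mirror those of a sister screen read the other way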
APP 5'UTR act – activators of APP 5'UTR luciferase reporter, primary screen, SH-SY5Y cells | activation, % at 2 µM | actives 1% (n = 190,000) | AID 1276, 2008 | SH-SY5Y APP 5'UTR luciferase reporter, luminescence; zero percent = DMSO vehicle wells;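 active means activation above a set limit, based on mean plus 3 SD of controls, cut at about 140% in these data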; further: values of inactives mirror those of a sister screen read the other way
An asterisk follows results filed as active; . = no result given.

SMILES	Hsp70 activator	NF-kB expr up	STAT3 act	DTT redox prof	HMGR II inh	STAT3 blocker	TLR4 MyD88 comp	STAT1 act	STAT1 blocker	APP 5'UTR act
CC1=C(C(=O)OCc2ccc3c(c2)OCO3)C(c2ccccc2OCc2ccccc2)NC(=O)N1 (stereo not drawn)	-0.1	0.34	101	0.0	-3	0	9	98	0	-11
CCOCCCNC(=O)c1ccc(CS(=O)(=O)Cc2ccccc2F)o1	0.1	1.1	100	0.0	-1	5	8	98	2	6
COC(=O)c1[nH]c2cccc(OC)c2c1NC(=O)CN1CC(C)OC(C)C1 (stereo not drawn)	0.0	0.96	97	0.0	-1	8	-2	100	0	-1
Cc1nn(CC(=O)OCC(=O)Nc2ccccc2[N+](=O)[O-])c(C)c1[N+](=O)[O-]	-0.2	1.7	99	-0.3	-6	1	-16	106	-7	-1
O=C(NCc1ccncc1)c1cc(C(=O)C2CC2)c[nH]1	-0.3	1.1	94	-1.0	-2	10	-4	101	-2	5
O=C(NCCc1ccccc1)C(=O)NCC(c1ccco1)N1CCOCC1 (stereo not drawn)	-0.3	1.3	87	-1.6	-8	24	-5	93	5	-18
COCCN1C(=O)C(O)=C(C(=O)c2cccs2)C1c1ccccc1 (stereo not drawn)	-0.3	1	85	-0.8	2	24	8	104	1	13
COC(=O)c1sccc1OC(C)C(C)=O (stereo not drawn)	-0.2	1.1	100	1.6	0	6	-6	99	1	-5
CCc1ccc(CN(C)C(=O)CC2C(=O)NCCN2Cc2ccoc2)cc1 (stereo not drawn)	-0.5	1.2	96	-1.7	-2	10	-5	98	1	16
COC(=O)Cn1c(=NC(=O)C2CC2)sc2c(C)cc(C)cc21	-0.2	.	99	-1.2	.	6	0	103	-3	-4
COc1ccc(S(=O)(=O)Oc2ccc3ccccc3c2)cc1	-0.2	1.3	97	0.1	2	1	-5	121	-23	18
O=C(NCc1ccccc1Cl)C1CCN(c2cnccn2)CC1	-0.3	0.88	93	-1.3	5	11	-19	104	-5	19
Cc1ccc(-n2c(C)cc(C)c(C#N)c2=O)cc1	-0.1	0.91	100	0.1	4	2	-4	100	0	7
COCCN(C(=O)CSc1nc2ccccc2c(=O)n1CC(C)C)c1c(N)n(Cc2ccccc2)c(=O)[nH]c1=O	-0.2	0.95	106	-0.5	3	2	-6	94	5	-9
COc1ccc(C)cc1NC(=O)CSc1nnc(-c2ccco2)n1N	0.0	1	102	1.9	-5	2	2	99	1	-1
CSc1nn(CCc2ccncc2)c(=S)s1	0.4	1.4	103	2.7	-5	6	4	108	-9	5
CN(C)S(=O)(=O)c1ccc(NC(=S)NC(=O)c2cccs2)cc1	0.0	0.94	89	0.9	1	23	7	100	-1	-5
Cc1ccc(NC(=O)CCc2nnc(SCC(=O)Nc3ccccc3C)n2C)cc1Cl	-0.2	1	95	-7.4	-3	11	0	97	3	-1
Cc1cc(C(F)F)n2nc(C(=O)Nc3cccc(C(F)(F)F)c3)nc2n1	-0.2	1	89	1.8	-1	16	7	94	-1	.
Cc1c(NC(=O)Nc2ccccc2)cccc1[N+](=O)[O-]	-0.1	1.4	87	-0.5	-3	15	-6	84	18	5
O=C(Nc1ncc(C(F)(F)F)cc1Cl)c1ccc(S(=O)(=O)N2CCOCC2)cc1	-0.3	1	91	-0.2	1	14	-10	90	9	30
O=C(/C=C/c1ccccc1Cl)Nc1ccc(Cl)cn1	0.0	.	94	-1.1	-3	11	-18	118	-22	111
CCOC(=O)/C=C/C(=O)OCC(=O)NC(c1ccccc1)c1ccccc1	0.0	1.3	112	-0.1	0	-11	6	90	11	22
COc1ccc(-c2[nH]c(-c3ccc(C)cc3)nc2SCC(=O)NCc2ccco2)cc1OC	0.0	0.8	99	-1.1	-9	9	-7	100	0	-4
NC(=O)CNC(=O)[C@@H]1CC2(CC(c3cccc(Br)c3)=NO2)CN1C(=O)c1ccc(Br)cc1 (stereo partly drawn)	-0.3	0.9	102	-6.3	-2	5	-11	96	4	-7
Next part:
SMILES	Hsp70 activator	NF-kB expr up	STAT3 act	DTT redox prof	HMGR II inh	STAT3 blocker	TLR4 MyD88 comp	STAT1 act	STAT1 blocker	APP 5'UTR act
CCCOP(=O)(OCCC)C1(Nc2ccc(C)cc2)CCCCC1	0.0	1.1	105	2.5	-1	-1	5	100	0	10
COc1cc(C2=NOC(C(=O)N3CCOCC3)C2)cc(OC)c1OC (stereo not drawn)	-0.4	0.95	100	3.5	8	10	-6	98	2	-4
Fc1ccc(NC(=S)NCCc2ccccn2)cc1	-0.1	0.95	94	-0.2	-10	10	-17	92	6	-6
COC(=O)C(CCSC)NC(=O)CNS(=O)(=O)c1ccc(Br)cc1 (stereo not drawn)	-0.2	0.83	108	1.2	3	-7	-15	99	1	6
O=C(c1csc2ccccc12)n1cccn1	0.2	1.3	108	-0.4	-3	-5	-4	101	-1	1
COc1cc(/C=C2/C(=N)N3OC(C)=CC3=NC2=O)ccc1OCCOc1ccc(C)cc1	0.1	1.3	100	2.0	1	10	-6	106	-3	-18
COCCNC(=O)c1ccc(C)c(S(=O)(=O)Nc2ccc(C)cc2)c1	-0.2	1.2	94	0.2	4	8	-7	91	10	1
O=C1C(=O)N(CNc2cccnc2)c2ccccc21	-0.4	1.1	101	2.4	-3	5	0	93	7	-20
COCCn1c(Cc2ccccc2)nnc1SCc1nc2ccccc2c(=O)[nH]1	-0.3	0.9	103	-0.3	0	-3	14	107	-8	2
Cc1sc2ncnc(SCC(=O)c3ccc(Cl)s3)c2c1C	-0.1	0.94	116	0.3	-2	-18	0	98	2	4
O=C(Nc1ccc(S(=O)(=O)Nc2nccc(C3Cc4ccccc4C(=O)O3)n2)cc1)c1ccccc1 (stereo not drawn)	0.6	1.2	98	-0.9	0	4	8	98	3	-4
CCOc1ccc(OCc2cccc(C(=O)N3CCCC3)c2)cc1	-0.3	2.3	57	-0.4	-6	53*	-6	68	42*	117
CCOc1ccc(NC(=O)CCNS(=O)(=O)c2cccs2)cc1	-0.5	0.97	108	0.3	-2	-2	-11	103	-3	10
Cc1onc(-c2ccccc2Cl)c1C(=O)Nc1ccc(N2CCOCC2)cc1	0.0	1.2	92	1.2	-4	19	-6	104	-5	14
O=C(CCn1nnc2ccccc21)Nc1nnc(Cc2ccc(F)cc2)s1	-0.4	1	109	-0.8	0	-4	1	100	0	0
CCN(CC(=O)Nc1ccccc1C(=O)OC)S(=O)(=O)c1ccccc1	-0.1	1.3	106	1.8	-1	-7	-5	102	-2	10
CC1CCN(CC(C)OC(=O)c2ccc3c(c2)OCCO3)CC1 (stereo not drawn)	0.0	1.6	103	-1.1	-8	5	2	104	-4	.
O=C(C1CCN(S(=O)(=O)c2cccs2)CC1)N1CCc2ccccc2C1	0.0	1	97	0.3	-7	7	5	97	3	2
COCCNC(=O)CCCn1c(=O)c2ccccc2n(Cc2cccc([N+](=O)[O-])c2)c1=O	0.2	0.99	104	-0.2	-2	8	9	101	-2	8
CC(=O)Nc1c(C)ccc(CNC(=O)COc2cc(C)ccc2C)c1C	0.2	1.1	104	-0.2	0	4	0	95	6	7
Cc1cc(C)n(-c2nnc3n2N=C(c2c[nH]c4ccccc24)CS3)n1	-0.1	0.82	158*	1.1	-11	-65	2	100	6	.
CCOC(=O)C1CCN(C(=O)c2cc(OCC)c(OCC)c(OCC)c2)CC1	0.2	0.9	105	-0.9	0	-4	1	101	0	7
NC(=O)c1oc2ccccc2c1NC(=O)CCc1ccccc1	-0.6	1.1	95	-0.6	-5	7	5	97	4	1
Cc1ccc(NC(NC(=O)c2cccnc2)C(Cl)(Cl)Cl)cc1 (stereo not drawn)	-0.4	1	99	0.2	-1	2	9	97	3	8
COc1ccc(N2CCN(CCCNC(=O)C3(S(=O)(=O)c4ccc(Cl)cc4)CC3)CC2)cc1	-0.2	1	108	-2.4	-9	-6	7	96	6	-9
New compounds follow:
SMILES	Hsp70 activator	NF-kB expr up	STAT3 act	DTT redox prof	HMGR II inh	STAT3 blocker	TLR4 MyD88 comp	STAT1 act	STAT1 blocker	APP 5'UTR act
CC(C)(C)c1cc(C(F)(F)F)n2ncc(-c3ccccc3)c2n1	-0.1	1.2	102	4.4	-2	1	-14	122	-26	-7
CCOC(=O)c1[nH]c(C)c(/C(O)=C2\C(=O)C(=O)N(CCCN(CC)CC)C2c2cccnc2)c1C (stereo not drawn)	-0.4	.	103	0.9	.	0	19	99	1	7
COc1ccc(NC(=O)C(CC(C)C)NC(=O)C2CCC(C)CC2)c(OC)c1 (stereo not drawn)	-0.2	1.1	102	-0.5	-1	-2	6	95	6	-1
Cc1cc2oc(=O)cc(CN3CCN(S(=O)(=O)c4ccc5c(c4)OCCO5)CC3)c2cc1C	-0.2	0.56	106	-1.8	-5	-2	-5	98	4	13
CCOC(=O)C1=C(C)OC(N)=C(C#N)C1c1ccc(C)o1 (stereo not drawn)	-0.4	1.1	103	1.0	-1	3	0	95	5	-21
O=C(CC1NC(=O)NC1=O)Nc1ccc(Cl)cc1 (stereo not drawn)	-0.3	1	101	1.0	2	2	-10	100	0	15
CC(=O)NNC1=Nc2ccccc2N(C)C(C)C1 (stereo not drawn)	-0.1	0.96	104	-0.1	0	-5	-4	102	-2	8
CCOC(=O)C1CCN(S(=O)(=O)Cc2ccccc2)C1=O (stereo not drawn)	-0.1	1.1	104	1.5	-3	-1	3	108	-9	-4
O=C(CS(=O)(=O)c1ccccc1)Nc1ccc(S(=O)(=O)Nc2ncccn2)cc1	-0.1	1.2	107	-0.2	-1	0	-4	88	12	15
CCCn1c(SCC(=O)c2c(C)[nH]c(C)c2C(=O)OCC)nc2ccccc21	-0.3	0.69	94	.	-3	7	-23	102	-2	-3
Cc1ccc(S(=O)(=O)C2(C(=O)N3CCCCC3C)CC2)cc1 (stereo not drawn)	-0.4	0.88	100	-0.2	-1	7	-2	101	-1	3
CCc1nnc(NC(=O)CCNC(=O)c2ccccc2Cl)s1	-0.3	0.81	79	-1.4	-8	31	-2	92	9	8

An excerpt from above, showing only NF-kB expr up:
| Compound | NF-kB expr up |
| --- | --- |
| CCCn1c(SCC(=O)c2c(C)[nH]c(C)c2C(=O)OCC)nc2ccccc21 | 0.69 |
| Cc1ccc(S(=O)(=O)C2(C(=O)N3CCCCC3C)CC2)cc1 (stereo not drawn) | 0.88 |
